Assay outcomes deposited in PubChem by Sanford-Burnham Center for Chemical Genomics.
APJ ag = APJ receptor agonism; P35414; CHO-K1 APJ PathHunter beta-arrestin, luminescence; 0% DMSO wells, 100% apelin; activation, % at 20 µM; 330,000 compounds, 0.11% hits;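 active = activation more than six SD over the plate average, tested at 20 µM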;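 note: 0% = DMSO alone and 100% = apelin-13 at 10 nM; some results filed as inactive read as strong as hits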
Target sequence (P35414 whole entry, looked up): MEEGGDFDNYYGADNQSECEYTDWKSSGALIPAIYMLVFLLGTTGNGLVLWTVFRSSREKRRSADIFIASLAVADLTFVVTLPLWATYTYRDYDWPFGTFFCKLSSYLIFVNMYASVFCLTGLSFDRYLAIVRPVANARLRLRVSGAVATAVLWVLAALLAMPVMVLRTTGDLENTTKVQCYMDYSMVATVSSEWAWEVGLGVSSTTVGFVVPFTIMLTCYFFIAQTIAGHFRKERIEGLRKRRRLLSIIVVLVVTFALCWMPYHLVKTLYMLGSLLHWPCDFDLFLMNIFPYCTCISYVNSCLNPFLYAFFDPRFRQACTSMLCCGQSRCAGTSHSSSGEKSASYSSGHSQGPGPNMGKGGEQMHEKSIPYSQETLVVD
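Assay system: engineered CHO-K1 APJ arrestin reporter cells; Amount: 1000 CHO-K1 reporter cells seeded per well; Dosing: one dose, 20 µM compound, 1% DMSO; Times: compound stimulation 90 min at 25 °C, detection 60 min; Measured by: luminescent beta-gal fragment complementation, chemiluminescent substrate; Read-out: APJ–arrestin association signal; Controls: DMSO vs Apelin-13 10 nM.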
CCR6 antagonist = CCR6 (human) receptor antagonism | inhibition, % at 20 µM | 340,000 compounds, 0.49% hits | CHO-K1 CCR6 PathHunter beta-arrestin, luminescence, CCL20-stimulated | AID 493098;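 active = compounds whose inhibition of the agonist-driven luminescence signal at 20 µM reaches about 50%, limit read from the data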;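 note: cells stimulated with CCL20 at 14 nM final; plate controls were DMSO with CCL20 for no effect and DMSO without agonist for full effect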
Target sequence (P51684 whole entry, looked up): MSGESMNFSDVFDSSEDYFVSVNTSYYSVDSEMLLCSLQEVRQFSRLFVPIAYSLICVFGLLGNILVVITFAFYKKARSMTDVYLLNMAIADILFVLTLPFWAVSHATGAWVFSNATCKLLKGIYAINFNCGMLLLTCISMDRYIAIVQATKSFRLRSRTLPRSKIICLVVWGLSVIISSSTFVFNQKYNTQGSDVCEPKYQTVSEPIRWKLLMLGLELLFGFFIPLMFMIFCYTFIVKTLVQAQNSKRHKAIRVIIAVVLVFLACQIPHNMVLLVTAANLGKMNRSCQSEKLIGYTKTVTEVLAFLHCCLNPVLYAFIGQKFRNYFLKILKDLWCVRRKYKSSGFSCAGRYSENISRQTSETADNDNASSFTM
Gli-Sufu antag = blocks Gli-Sufu signaling in a luciferase reporter | Sufu-KO-LIGHT fibroblasts, Gli luciferase reporter luminescence | inhibition, % at 5 µM | 340,000 compounds, 0.74% hits | AID 588413;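 active = inhibition above about 55%, limit read from the data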;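 note: 0% = DMSO-treated cells and 100% = wells with medium but no cells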
UBC13 inh = inhibitors of human UBC13 polyubiquitin chain formation; P61088; inhibition, % at 20 µM; TR-FRET; AID 485273; 330,000 compounds, 0.47% hits; in the data active = inhibition above about 45%, passing the limit was not always enough
Target sequence (P61088 whole entry, looked up): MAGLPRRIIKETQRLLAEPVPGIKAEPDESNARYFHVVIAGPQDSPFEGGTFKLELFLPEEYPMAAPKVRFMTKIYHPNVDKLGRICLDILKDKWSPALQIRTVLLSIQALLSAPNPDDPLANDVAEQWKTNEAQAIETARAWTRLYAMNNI
CXCR6 inh = blocks human CXCR6 beta-arrestin recruitment. O00574. CHO-K1 PathHunter CXCR6 beta-arrestin, luminescence. inhibition, % at 20 µM. 360,000 compounds, 0.36% hits; in the data active = inhibition above about 34%, passing the limit was not always enough;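 note: antagonist mode with CXCL16 agonist at 10 nM final; 0% = 10 nM CXCL16 with DMSO and 100% = unstimulated wells without agonist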
APJ antagonist = APJ receptor antagonism | P35414 | CHO-K1 APJ beta-arrestin complementation, luminescence | inhibition, % at 20 µM | 330,000 compounds, 0.32% hits | AID 2521;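 active = inhibition above about 40% at 20 µM, limit read from the data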;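 note: cells challenged with 10 nM apelin-13 agonist together with compound; plate controls were apelin-13 plus DMSO wells for no effect and DMSO wells lacking apelin-13 for full effect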
ATG4B inh = blocks human ATG4B protease cleavage of LC3 substrate; inhibition, % at 8.33 µM; 340,000 compounds, 0.51% hits; ATG4B cleavage of LC3-PLA2, NBD-HPC fluorescence, 1 h; Q9Y4P1; in the data active = inhibition above about 40%
EBI2 antag = antagonists of human EBI2 receptor; EBI2 beta-arrestin recruitment, luminescence, 7a,25-OHC stimulated; 360,000 compounds, 0.81% hits; P32249; inhibition, % at 5 µM; in the data active = inhibition above about 38%;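 note: enzyme fragment complementation signal reports receptor beta-arrestin coupling in cells; 0% = agonist plus DMSO wells and 100% = wells without agonist; some results beyond the cut were filed as inactive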
* = called active by the depositor.

cpd	Molecule	APJ ag	CCR6 antagonist	Gli-Sufu antag	UBC13 inh	CXCR6 inh	APJ antagonist	ATG4B inh	EBI2 antag
1	CC(C)CC(c1nnnn1C(C)(C)C)N1CCN(Cc2ccccc2)CC1 (centres undefined)	-2	14	26	-1	5	1	-11	3
2	O=C(NC1(C(F)(F)F)C(=O)Nc2c1c(=O)[nH]c(=O)n2-c1ccccc1)c1cccnc1 (centres undefined)	0	11	3	-10	10	13	-3	2
3	CCOC(=O)CC(NC(=O)CCc1c(C)nc2nc(C)nn2c1C)c1ccc(OC(C)C)cc1 (centres undefined)	-3	-31	3	10	4	3	5	-4
4	CCOC(=O)C1(Cc2cccc(OC)c2)CCN(Cc2cccc(OCC)c2O)CC1	-2	-3	40	14	-8	-1	6	23
5	Cc1cnc(CN(C)C(=O)CC2C(=O)NCCN2Cc2cccc(F)c2F)[nH]1 (centres undefined)	-4	11	0	7	1	-3	-3	-7
6	COc1ccc(C(=O)Nc2c(N)nc(SCC(=O)NCC3CCCO3)[nH]c2=O)cc1 (centres undefined)	-4	6	1	-6	3	19	0	-1
7	CC1Oc2ccccc2N(CC(=O)NCCc2ccccc2)C1=O (centres undefined)	-5	0	-10	8	4	26	3	-1
8	CC(C)Cn1c(=O)[nH]c2ccccc21	-5	14	-3	-8	2	-30	0	10
9	CN(C)CCN(C(=O)c1ccc2ccccc2c1)c1nc2c(F)cc(F)cc2s1	-5	8	2	12	-8	-4	3	-16
10	COCCCn1c(Cc2csc(Nc3cccc(Cl)c3)n2)nnc1SCC(=O)OC1CCCCC1	-1	2	15	4	5	-2	-8	17
11	Cn1c(=O)c2c(nc(NCC3CCCO3)n2C)n(C)c1=O (centres undefined)	-2	1	-16	-4	0	15	11	-9
12	COc1ccc(OC)c(-n2c(SCC(N)=O)nnc2-c2c[nH]c3ccccc23)c1	-4	6	-2	4	8	4	-4	18
13	COc1cc([N+](=O)[O-])cc(/C=N/NC(=O)Cn2cncn2)c1O	-1	28	3	-39	19	-14	-8	-1
14	OCc1cc(CO)c(O)c(CCc2ccccc2)n1	-1	1	3	13	6	18	3	11
15	S=C(Nc1ccc2c(c1)OCCO2)Nc1ccc2c(c1)OCO2	-4	13	-50	-7	-8	5	-1	12
16	Cc1ccc(/C=N/c2sc(Cc3ccccc3)c(C)c2C(N)=O)o1	0	7	-13	-5	-20	20	20	-5
17	Cn1cccc1CC(=O)NNC(=S)Nc1ccc(Cl)cc1	-2	16	-3	-29	-7	15	-2	-15
18	O=C(CSC1=NNC(c2ccccn2)S1)Nc1ccc(C(F)(F)F)cc1 (centres undefined)	-4	22	32	-17	13	11	-9	30
19	OC(CSc1c(Cl)cccc1Cl)CN1CCN(c2ccc(F)cc2)CC1 (centres undefined)	0	8	-2	13	-7	8	-11	6
20	C#CCN(C)CCCOc1ccc(Cl)cc1Cl	7	-2	-53	4	-2	3	2	-1
21	COc1ccccc1OCCC(=O)OCC(=O)NC(=O)NC(C)(C)C	1	-18	5	9	0	8	-7	-8
22	Cc1ccc(C)c(NS(=O)(=O)c2ccc3[nH]c(=O)[nH]c3c2)c1	-5	14	-4	1	2	-13	17	1
23	O=C(COc1ccccc1Cl)Nc1ccc(C(=O)N2CCCCC2)cc1	-3	-1	3	4	-5	18	2	4
24	Oc1cc2ccccc2nc1-c1ccccc1Cl	-7	1	10	32	2	6	11	-12
25	COc1ccc(/C=C(/NC(=O)c2ccccc2)C(=O)N/N=C/c2sccc2C)cc1	-2	4	-3	-46	2	12	-3	-7
26	O=C(N[C@@H]1CCC(=O)N(CC[C@H](Oc2ccccc2)c2ccccc2)CC1)OCc1ccccc1	-1	3	27	18	7	-2	-2	23
27	O=C(Oc1ccc2ccc(OC(=O)N3CCCCCC3)cc2c1)N1CCCCCC1	4	8	-30	-4	0	11	30	19
28	CCc1nnc(NS(=O)(=O)c2ccc(NCc3cc(Br)ccc3O)cc2)s1	-5	15	-8	-6	-1	3	7	-5
29	COc1ccc(C(C#N)N2CCOCC2)cc1 (centres undefined)	-2	-5	-6	-2	-51	19	-15	2
30	CN1C2CCC1/C(=C\c1ccc(F)cc1)C(=O)/C2=C/c1ccc(F)cc1	-2	23	19	-4	0	12	6	20
31	Cc1cc(C)n(/N=C/c2ccc(C(C)C)cc2)c(=O)c1C#N	0	-15	2	-6	1	-2	-7	-4
32	Cc1cccc(NS(=O)(=O)c2cc([N+](=O)[O-])ccc2C)n1	2	17	-3	-4	-2	1	7	5
33	CCOCCCNC(=O)C(c1ccc(C)cc1)N(Cc1ccc2c(c1)OCO2)C(=O)c1ccccn1 (centres undefined)	-3	0	-4	12	-9	-20	-1	-4
34	c1ccc(CSCc2cn3ccccc3n2)cc1	-2	1	-77	-3	2	15	7	8
35	CC(C)(C)OC(=O)NC(CCCCNC=O)C(=O)O (centres undefined)	-2	-10	3	9	1	-4	-3	0
36	CN(C(=O)c1ccncc1)c1nnc(-c2cnccn2)s1	2	-12	-6	-10	-2	7	-3	-7
37	Cn1cccc1/C=N/NC(=O)Cc1cccc2ccccc12	0	6	29	-14	-7	-5	-1	-11
38	COC(=O)Cn1c2ccccc2c2nc(=O)cc(C)n21	-3	6	0	14	-8	6	7	0
39	CCCOC(=O)C1=C(C)NC2=C(C(=O)CCC2)C1c1cccc(OC)c1OC (centres undefined)	1	10	6	-4	3	-5	-6	7
40	CCCn1nnnc1NCc1ccc(N(CC)CC)cc1	-4	-8	1	3	-11	-3	2	-2
41	CCOC(=O)c1ccc(NS(=O)(=O)c2cc(C)ccc2OC)cc1	-1	-4	3	2	-4	-11	-14	-7
42	COc1cc(C)c(S(=O)(=O)NCc2cccnc2)cc1C	-2	18	0	-4	0	3	-2	2
43	S=c1[nH]nc(COc2cccc(Cl)c2)n1Cc1ccccc1	-2	7	-1	-6	4	11	21	-9
44	CN1CCN(c2ccc(C(=O)c3ccccc3)cc2[N+](=O)[O-])CC1	-2	6	1	-4	1	0	-4	-4
45	CC1CN(Cc2ccccc2)C(C)CC1O (centres undefined)	3	-2	-22	10	7	-2	-8	-4

46) COc1ccc(-c2c(C(C)=O)c(C)nc3sc4c(=O)n(-c5ccc(C)cc5)nnc4c23)cc1
47) COCCNC(=O)C(=O)Nc1cc2c3c(c1)C(C)C(=O)N3CCC2 (centres undefined)
48) O=C(NNC(=O)c1cc(Cl)ccc1O)c1cccc(S(=O)(=O)N2CCOCC2)c1
49) N#Cc1ccccc1S(=O)(=O)N1CCN(CC(O)CN2CCOCC2)CC1 (centres undefined)
50) CC(=O)Nc1nc(C=C(Cl)Cl)cs1
51) c1ccc(C2=NNC(=NCc3ccc4c(c3)OCO4)SC2)cc1

assay / compound	46	47	48	49	50	51
APJ ag	-3	-1	-3	-1	2	6
CCR6 antagonist	24	-4	1	-4	-1	12
Gli-Sufu antag	17	5	-7	5	-11	-39
UBC13 inh	-2	-9	-12	-3	10	-1
CXCR6 inh	11	3	2	-2	-10	-1
APJ antagonist	23	-9	4	-5	3	1
ATG4B inh	-1	-2	-5	-3	-3	1
EBI2 antag	7	-22	0	4	-6	0

52) O=C(Cc1ccsc1)NNC(=O)c1ccc(F)cc1
53) O=[N+]([O-])c1cc([N+](=O)[O-])c2n[nH]c(-c3ccccc3)c2c1
54) CCN1C(=O)[C@H]2[C@@H](c3ccc(C)cc3)N3C(=O)N(c4ccc(C(F)(F)F)cc4)C(=O)[C@@]3(CC(C)C)[C@H]2C1=O
55) Cc1cc(=O)[nH]c2sc(C(=O)N3c4ccccc4CC3C)c(N)c12 (centres undefined)
56) Cc1ccc(C(=O)Cn2nc(C)c([N+](=O)[O-])c2C)c(C)c1
57) CCOc1cc(NS(=O)(=O)c2ccc(NC(C)=O)cc2)c(OCC)cc1NC(=O)C(C)C

assay / compound	52	53	54	55	56	57
APJ ag	6	1	-1	-1	-2	-3
CCR6 antagonist	5	-6	4	-1	3	-8
Gli-Sufu antag	1	-5	3	3	-7	1
UBC13 inh	-1	-12	-2	-4	-7	16
CXCR6 inh	-3	-4	-3	8	8	-5
APJ antagonist	0	-42	-1	8	-7	0
ATG4B inh	7	11	-4	1	6	2
EBI2 antag	1	5	-8	-8	2	-6

Gathered by group: those above with fluorine (8)
2) O=C(NC1(C(F)(F)F)C(=O)Nc2c1c(=O)[nH]c(=O)n2-c1ccccc1)c1cccnc1 (centres undefined)
5) Cc1cnc(CN(C)C(=O)CC2C(=O)NCCN2Cc2cccc(F)c2F)[nH]1 (centres undefined)
9) CN(C)CCN(C(=O)c1ccc2ccccc2c1)c1nc2c(F)cc(F)cc2s1
18) O=C(CSC1=NNC(c2ccccn2)S1)Nc1ccc(C(F)(F)F)cc1 (centres undefined)
19) OC(CSc1c(Cl)cccc1Cl)CN1CCN(c2ccc(F)cc2)CC1 (centres undefined)
30) CN1C2CCC1/C(=C\c1ccc(F)cc1)C(=O)/C2=C/c1ccc(F)cc1
52) O=C(Cc1ccsc1)NNC(=O)c1ccc(F)cc1
54) CCN1C(=O)[C@H]2[C@@H](c3ccc(C)cc3)N3C(=O)N(c4ccc(C(F)(F)F)cc4)C(=O)[C@@]3(CC(C)C)[C@H]2C1=O

assay / compound	2	5	9	18	19	30	52	54
APJ ag	0	-4	-5	-4	0	-2	6	-1
CCR6 antagonist	11	11	8	22	8	23	5	4
Gli-Sufu antag	3	0	2	32	-2	19	1	3
UBC13 inh	-10	7	12	-17	13	-4	-1	-2
CXCR6 inh	10	1	-8	13	-7	0	-3	-3
APJ antagonist	13	-3	-4	11	8	12	0	-1
ATG4B inh	-3	-3	3	-9	-11	6	7	-4
EBI2 antag	2	-7	-16	30	6	20	1	-8

The list goes on.
58) CCOc1ccc(S(=O)(=O)Nc2c(C)n(C)n(-c3ccccc3)c2=O)cc1
59) Nc1cc(C(=O)c2ccccc2)ccc1N1CCOCC1
60) Cc1cc(Cl)ccc1OCCCC(=O)NCCc1nnc2ccccn12
61) CC(C)(C)NC(=O)CSC(=Nc1ccccc1F)NC#N
62) C/C(=N/OC(=O)c1ccc(C)cc1)C(=O)c1ccc(Br)cc1
63) Cc1cc(C)n(CC(=O)NNC(=O)c2ccc(NC(=O)CC#N)cc2)n1

assay / compound	58	59	60	61	62	63
APJ ag	-2	-1	7	2	1	-5
CCR6 antagonist	2	4	8	4	2	2
Gli-Sufu antag	6	-37	39	-3	1	-5
UBC13 inh	-7	10	-5	7	-1	2
CXCR6 inh	-10	-4	7	-5	-5	0
APJ antagonist	2	1	-9	3	-15	-3
ATG4B inh	0	-8	-2	5	4	-9
EBI2 antag	6	-13	1	-11	-1	-15

64) O=C(COc1ncnc2sccc12)Nc1ccc(F)cc1F
65) Cc1cccc(CSCc2ccc(C(=O)NCC3CCCO3)o2)c1 (centres undefined)
66) CCCCOc1ccc(C(=S)N2CCC(C(N)=O)CC2)cc1
67) NC(N)=N/N=C/c1ccc(OCc2ccccc2)c(OCc2ccccc2)c1

assay / compound	64	65	66	67
APJ ag	1	-2	-2	4
CCR6 antagonist	16	4	6	-4
Gli-Sufu antag	5	-1	-84	-5
UBC13 inh	-4	-7	5	110*
CXCR6 inh	-10	12	1	-37
APJ antagonist	-5	-9	1	-34
ATG4B inh	-9	-5	82*	0
EBI2 antag	-11	-5	-10	-9

Some entries already given, reduced to CCR6 antagonist.
nr | SMILES | CCR6 antagonist
64 | O=C(COc1ncnc2sccc12)Nc1ccc(F)cc1F | 16
65 | Cc1cccc(CSCc2ccc(C(=O)NCC3CCCO3)o2)c1 (centres undefined) | 4
